Bioassay records deposited in PubChem BioAssay by several laboratories.
Salmonella PhoP GFP: inhibitors of PhoP regulon expression, primary screen, Salmonella Typhimurium, GFP reporter (AID 1863); S. Typhimurium PhoP-regulated promoter GFP reporter, 4 h; higher % means a stronger effect; 300,000 compounds, 0.16% hits; one-dose inhibition, % at 50 µM; IC50 in µM for titrated hits;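 active means inhibition over 29.93%, a cutoff 3 SD above the screen mean, later confirmed by dose response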;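 further: 0% = low Mg2+ inducing control and 100% = high Mg2+ repressing control; strong numbers were not always called active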
T cell modulator: modulators of CD8 T cell-vesicle binding, primary screen, mouse 2C CD8+ T cells, flow cytometry; 2C CD8+ T cell-vesicle binding; hits give low values; AID 2052, 2009; 330,000 compounds, 0.068% hits; calls only at 7 µM;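 active means response, share of CD8 T cells binding vesicles, and their 90th percentile fluorescence all below set limits, cut at about 80% in these data, passing the limit was not always enough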
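Read-out – percent CD8+ FL2 mean versus row control · System – murine 2C transgenic CD8+ T lymphocytes · Times – 1.5 h cell–vesicle binding at 37 °C, then 20 min icy labelling · Control set – naked vesicles low, QL9 vesicles with vehicle high · Detection – cytometric PE anti-B7-1 and Alexa647 anti-CD8 signals after 1% paraformaldehyde fixation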
T cell modulator vesicle-bound %: also measured in T cell modulator; calls as there; double positive events, %; measured here: CD8+ vesicle-bound cell fraction;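 binding gate set so that unloaded-vesicle control wells show 10% double positive cells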
* hit, by the source's call; i = inactive.

SMILES	Salmonella PhoP GFP	T cell modulator	T cell modulator vesicle-bound %
O=C(CCNC(=O)c1ccc(Br)cc1)OCc1ccccc1Cl	0%	i	21
COc1ccccc1CN(C)C(=O)c1cccc(S(=O)(=O)N2CCN(Cc3ccccc3)CC2)c1	-3%	i	14
CCOc1ccc(N2CC(C(=O)Nc3nnc(C4CCCCC4)s3)CC2=O)cc1 (stereo not drawn)	4%	i	22
COc1ccccc1C(=O)NCCC(=O)N(C)Cc1cccs1	-3%	i	31
CC(OC(=O)c1nc(Cl)ccc1Cl)C(=O)Nc1ccc2c(c1)OCCO2 (stereo not drawn)	-8%	i	28
Cc1ccc(NC(=O)CN(C)C(=O)CNC(=O)c2ccc3c(c2)OCO3)cc1	13%	i	45
O=[N+]([O-])c1ccccc1S(=O)(=O)Nc1cccc(-c2ccc(N3CCCC3)nn2)c1	2%	i	22
COCC1=C(C(=O)OC(C)OC(=O)OC(C)C)N2C(=O)[C@@H](NC(=O)/C(=N\OC)c3csc(N)n3)[C@H]2SC1 (stereo partly drawn)	-12%	i	26
CC(=O)Nc1cccc(NC(=O)CCN2C(=O)c3ccccc3S2(=O)=O)c1	-7%	i	50
Cc1ccc(N(CCC#N)C(=O)COC(=O)C2CCN(S(=O)(=O)c3ccc(C)c(C)c3)CC2)cc1	-6%	i	47
CC(C)C[C@H](NC(=O)N1CC(=O)Nc2ccccc21)C(=O)N[C@@H](Cc1ccccc1)C(=O)O	-2%	i	26
Cc1cc(=O)[nH]c(SCc2ccc(Cl)cc2Cl)n1	-10%	i	58
CC1Nc2ncnc(N3CCOCC3)c2N(Cc2ccccc2)C1=O (stereo not drawn)	-8%	i	31
O=C(CSC1=NS(=O)(=O)c2cc(F)ccc2N1)Nc1ccccc1F	5%	i	6
COCCNC(=S)N(CCc1c(C)[nH]c2ccc(F)cc12)Cc1cccnc1	3%	i	61
COCCN(C(=O)CSc1nc2ccc(OC)cc2[nH]1)c1c(N)n(Cc2ccccc2)c(=O)[nH]c1=O	3%	i	7
O=C(Nc1ccc2c(c1)OCO2)C1CC(c2cccc(Br)c2)=NO1 (stereo not drawn)	2%	i	39
CC1CCc2[nH]c3ccc(C(=O)N(C)CC(=O)Nc4ccccc4C(F)(F)F)cc3c2C1 (stereo not drawn)	-7%	i	54
O=C(Nc1ccc(Cl)cc1Cl)c1ccc2ncsc2c1	-6%	i	47
CSCCC(NC(=O)COc1ccccc1)C(=O)N1CCN(c2ccccc2O)CC1 (stereo not drawn)	-4%	i	37
Cc1ccc(C)c(-c2nnc(NC(=O)C3=COCCO3)o2)c1	4%	i	52
COCCN(C(=O)COC(=O)COc1ccc2c(c1)CCC2)c1c(N)n(Cc2ccccc2)c(=O)[nH]c1=O	-1%	i	52
O=C(OCC(=O)C12CC3CC(CC(C3)C1)C2)c1ccc(O)cc1O	-5%	i	58
COc1ccc(NC(=O)C(=O)NCCC2CCCCN2S(=O)(=O)c2ccc(F)cc2)cc1 (stereo not drawn)	-7%	i	45
COCCN1C(=O)N[C@@H](c2cccc(C(F)(F)F)c2)[C@H](C(=O)OC)[C@H]1C	7%	i	18
COc1ccc2c(c1)C(c1ccccc1)NC(=O)C2 (stereo not drawn)	-5%	i	10
Cc1cc(C)c(OCCn2ccnc2)c(C)c1	-1%	i	58
COc1cccc(CNC(=O)CSC(=S)N2CCCC2)c1	-1%	i	24
Cc1[nH]n(-c2ccccc2)c(=O)c1/C=N/NC(=O)c1ccccc1F	-6%	i	43
COc1ccc(OC)c(NC(=O)c2ccc(CN3CCc4ccccc4C3)cc2)c1	-7%	i	16

Single entries from above.
COc1ccc2c(c1)C(c1ccccc1)NC(=O)C2 (stereo not drawn) in T cell modulator vesicle-bound %: 10
COc1ccc(NC(=O)C(=O)NCCC2CCCCN2S(=O)(=O)c2ccc(F)cc2)cc1 (stereo not drawn) in Salmonella PhoP GFP: -7%
COCCN1C(=O)N[C@@H](c2cccc(C(F)(F)F)c2)[C@H](C(=O)OC)[C@H]1C in Salmonella PhoP GFP: 7%
Cc1[nH]n(-c2ccccc2)c(=O)c1/C=N/NC(=O)c1ccccc1F in T cell modulator vesicle-bound %: 43

The listing picks up; the 2 compounds before the break are reprinted first.
SMILES	Salmonella PhoP GFP	T cell modulator	T cell modulator vesicle-bound %
Cc1[nH]n(-c2ccccc2)c(=O)c1/C=N/NC(=O)c1ccccc1F	-6%	i	43
COc1ccc(OC)c(NC(=O)c2ccc(CN3CCc4ccccc4C3)cc2)c1	-7%	i	16
CCOC(=O)C1=C(COC(=O)c2cc(OC)c(OC)cc2[N+](=O)[O-])NC(=O)NC1C (stereo not drawn)	-6%	i	20
O=C(O)/C(=C\c1c(C(=O)O)[nH]c2cc(Cl)cc(Cl)c12)c1ccccc1	-1%	i	31
C#CCOCCOCCOCCNc1nc(N2CCN(C(=O)CCCCCCCCCCNC(=O)Cn3cc(C[C@@H](C)O)nn3)CC2)nc(N2CCN(C(=O)CCCCCCCCCCNC(=O)[C@@H](CCC(=O)O)n3cc(CCCCCN)nn3)CC2)n1	-15%	i	36
Cc1csc(=O)n1CCC(=O)OCC(=O)Nc1ccc(C(N)=O)cc1	7%	i	48
COc1ccc2oc(C(=O)Nc3nc(-c4ccccn4)cs3)c(C)c2c1	-4%	i	32
COc1ccccc1C(=O)COC(=O)C(CCSC)NC(=O)COc1ccccc1 (stereo not drawn)	-6%	i	52
CCN(CC(=O)NCc1cccs1)C(=O)C1CC(=O)N(c2ccc(OC)cc2OC)C1 (stereo not drawn)	6%	i	53
O=C(OCC(=O)N(CCc1ccccc1)Cc1ccccc1)c1ccccc1O	10%	i	12
Cc1cccc(C(=O)OCC(=O)Nc2c(C)nn(-c3ccccc3)c2C)c1O	-9%	i	15
COc1ccc(NS(=O)(=O)c2ccc(C)c(C(=O)OC(C)C(=O)N3CCOCC3)c2)cc1 (stereo not drawn)	2%	i	53
O=C(NCCS(=O)(=O)N1CCN(c2cccc(Cl)c2)CC1)C1CC1	-11%	i	59
O=C(Nc1ccc2ncccc2c1)c1ccccc1Br	0%	i	46
O=C(COC(=O)C1CC1)Nc1c(Cl)cccc1C(F)(F)F	9%	i	52
CN1CCN(C(c2ccccc2)c2ccc(Cl)cc2)CC1 (stereo not drawn)	8%	i	60
CCCn1c(NC(=O)CN2C(=O)NC3(CCCC3)C2=O)nc2ccccc21	4%	i	28
COc1ccccc1NC(=O)C(C)OC(=O)CCCc1c[nH]c2ccccc12 (stereo not drawn)	-13%	i	29
CCCCn1c(N)c(N(CC)C(=O)c2c(CC)noc2C)c(=O)[nH]c1=O	-3%	i	36
COC(=O)C1CCN(C(=O)COC(=O)c2oc3ccccc3c2C)CC1	-6%	i	54
CC(C)(C)c1ccc(C(=O)NCC(=O)NNC(=O)c2ccccc2O)cc1	-16%	i	36
CCN(CC)c1ccc(/C=N/n2c(C)nc3ccccc3c2=O)cc1	4%	i	35
Cc1ccc(C)c(-c2csc(NC(=O)C3=COCCO3)n2)c1	4%	i	57
Cc1cc(C(=O)CCC(=O)N2CCN(S(=O)(=O)c3ccccc3)CC2)c(C)s1	7%	i	4
Cc1noc(C)c1COC(=O)c1cccc(S(=O)(=O)N2CCOCC2)c1	6%	i	54
COc1ccccc1C(=O)NCCC(=O)NNC(=O)C1COc2ccccc2O1 (stereo not drawn)	3%	i	50
COc1ccc2c(c1)C(C)CC(C)(C)N2C(=O)Nc1ccccc1 (stereo not drawn)	2%	i	22
CC(=O)Nc1cccc(NC(=O)CSc2nc(=O)n(CCN3CCOCC3)c3c2CCCC3)c1	-1%	i	12
CC(C)CNC(=O)C(=O)NCCC1CCCCN1S(=O)(=O)c1cccs1 (stereo not drawn)	-5%	i	46
CCN(CC(=O)NCc1ccccn1)S(=O)(=O)c1cc(Cl)ccc1Cl	2%	i	50
COC(=O)c1ccc(SCC(=O)NCc2ccccc2)c([N+](=O)[O-])c1	-2%	i	44
CCOC(=O)N1CCN(S(=O)(=O)c2ccc(C(=O)N(CCCN(C)C)c3nc4c(F)cc(F)cc4s3)cc2)CC1	2%	i	47

Profiles, quoted from the list.
Profile of `COC(=O)c1ccc(SCC(=O)NCc2ccccc2)c([N+](=O)[O-])c1` → Salmonella PhoP GFP = -2%; T cell modulator = i; T cell modulator vesicle-bound % = 44
Profile of `CC(=O)Nc1cccc(NC(=O)CSc2nc(=O)n(CCN3CCOCC3)c3c2CCCC3)c1` → Salmonella PhoP GFP = -1%; T cell modulator = i; T cell modulator vesicle-bound % = 12

Next section:
SMILES	Salmonella PhoP GFP	T cell modulator	T cell modulator vesicle-bound %
O=C(COC(=O)c1ccc([N+](=O)[O-])cc1)Nc1ccc(Cl)cn1	1%	i	38
COc1ccc(S(=O)(=O)NCC(=O)N(CC(=O)NCC2CCCO2)Cc2ccccc2)cc1 (stereo not drawn)	-5%	i	23
COC(=O)c1ccc(NS(=O)(=O)c2cc3c4c(c2)CCC(=O)N4CCC3)cc1	-6%	i	42
CCOC(=O)c1cc(-c2ccccc2)nn1CC1CC(c2cccnc2)=NO1 (stereo not drawn)	2%	i	35
Cc1ccc(C(=O)Nc2ccccn2)cc1S(=O)(=O)N1CCOCC1	-14%	i	55
CCN(CC(=O)Nc1ccc(NC(C)=O)cc1)C(=O)c1ccc2c(c1)S(=O)(=O)N=C1CCCCCN12	-1%	i	53
Cc1ccc(N(C)S(=O)(=O)c2cccc(C(=O)NC3CC(C)(C)NC(C)(C)C3)c2)cc1	-8%	i	34
COc1cccc(NC(=O)c2cc3cccc(OC)c3o/c2=N\O)c1	5%	i	41
CCc1ccc2c(CN3CCC(C(=O)OC)CC3)cc(=O)oc2c1	-6%	i	42
CCCn1c(NC(=O)CN2C(=O)NC3(CCCCC3)C2=O)nc2ccccc21	-3%	i	30

An excerpt of these results, with two lines to a compound:
The line under a structure holds: Salmonella PhoP GFP	T cell modulator	T cell modulator vesicle-bound %
- COCCN(C(=O)COC(=O)COc1ccc2c(c1)CCC2)c1c(N)n(Cc2ccccc2)c(=O)[nH]c1=O
→ -1%	i	52
- CCN(CC(=O)NCc1ccccn1)S(=O)(=O)c1cc(Cl)ccc1Cl
→ 2%	i	50

Following part:
SMILES	Salmonella PhoP GFP	T cell modulator	T cell modulator vesicle-bound %
Cc1cccc(NC(=O)c2ccc(Cl)c(S(=O)(=O)N3CCCCC3)c2)n1	-8%	i	32
N#CCCN(C(=O)COC(=O)Cc1c[nH]c2ccccc12)c1ccccc1	6%	i	18
CCOc1ccc(-n2c(SCC(N)=O)nnc2-c2ccco2)cc1	-4%	i	56
CCOc1ccccc1Oc1cn[nH]c1-c1ccc(OCC(=O)NN)cc1O	-9%	i	48
O=C(NCc1ccccc1)c1onc(CSc2ccc(Cl)cc2)c1C(=O)NCC1CC1	-2%	i	49
Cc1ccc(F)cc1NC(=O)CN1C(=O)NC2(CCCc3ccccc32)C1=O (stereo not drawn)	5%	i	11
CC(=O)Nc1cccc(C(=O)OCC(=O)NNC(=O)c2ccc([N+](=O)[O-])cc2)c1	-5%	i	25
Cc1cc(NC(=O)CSC2=NS(=O)(=O)c3cc(F)ccc3N2)no1	3%	i	42
CCN(CC(=O)NC(=O)NCc1ccco1)Cc1ccccc1	-10%	i	55
Cc1ccc(NC(=O)CCNS(=O)(=O)c2ccccc2)cc1S(=O)(=O)N1CCOCC1	5%	i	49
O=C(CN1C(=O)NC2(CCCC2)C1=O)N1CCN(c2ccccc2O)CC1	1%	i	46
O=c1oc2cc(O)ccc2s1	-4%	i	32
COc1cc(C(=O)OCC(=O)N2CCC(Cc3ccccc3)CC2)cc(OC)c1OC	0%	i	43
COC(=O)CN1C(=O)[C@H]2[C@@H](c3ccc(C)o3)N3C(=O)CN(CC4CC4)C(=O)[C@@]3(C)[C@H]2C1=O	3%	i	10
CCCCN(C)C(=O)C1CCN(c2ccc(S(=O)(=O)N3CCOCC3)cc2[N+](=O)[O-])CC1	-2%	i	32
O=C(COc1ccc(Cl)cc1)Nc1cccc(S(=O)(=O)NC2=NCCCCC2)c1	-6%	i	31
Cc1cc(F)ccc1S(=O)(=O)NCC(c1ccc2c(c1)OCO2)N1CCOCC1 (stereo not drawn)	1%	i	40
CCOC(=O)c1sc(NC(=S)NC(=O)c2cccc(OC)c2)nc1C	-16%	i	22
CCCn1c(C(C)Nc2nc(-c3ccc(C)cc3)cs2)nc2cc(Cl)c(Cl)cc21 (stereo not drawn)	-9%	i	27
COc1ccc(N(CC(=O)NCc2ccccc2C)S(=O)(=O)c2ccc(C)cc2)cc1OC	3%	i	60
O=C1C(=O)N(c2ccccn2)C(c2cccc(F)c2)/C1=C(/O)c1ccccc1 (stereo not drawn)	0%	i	31
Cn1c(SCC(=O)c2ccccc2)ncc(C(=O)Nc2ccccc2)c1=O	14%	i	36
CCN(CC)c1ccc(NC(=O)CCN2C(=O)c3ccccc3S2(=O)=O)c(C)c1	1%	i	47
Cc1ccc(CNC(=O)C2CC3Cn4c(nc5ccccc54)C3N2C)o1 (stereo not drawn)	-7%	i	31
C=Cc1ncc(OC)c2c1[nH]c1ccccc12	10%	i	32
O=C(COc1ccc(S(=O)(=O)N2CCOCC2)cc1)NCCc1ccccc1	-7%	i	54
Cc1cnc(=O)[nH]c1SCC(=O)Nc1nccs1	7%	i	34
CC(SCc1nc2sc3c(c2c(=O)[nH]1)CCCC3)C(=O)Nc1ccccn1 (stereo not drawn)	-4%	i	33
O=C(O)CCCC[C@@H]1SC[C@@H]2NC(=O)N[C@@H]21	-3%	i	34
N#Cc1cc([N+](=O)[O-])ccc1NC(=O)COC(=O)C1CC2CCCC(C1)C2=O (stereo not drawn)	1%	i	50

Only part of the results is shown; count on the stated rates, not on these rows.
